Screening results: PubChem BioAssay, Sanford-Burnham Center for Chemical Genomics
XBP1 UPR activ: adaptive UPR (XBP1) activation | CHO-XBP1 luciferase reporter, IRE1-XBP1 UPR activation, luminescence; percent of tunicamycin response, DMSO as zero | activation, % at 20 µM | hit rate 0.33% among 330,000 | AID 463104;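 active = versus positive control, 20 µM dose yields 30% or more activation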;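 also: 100% = tunicamycin at 10 µg/mL and 0% = DMSO only wells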
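Assay system: CHO-XBP1 luciferase reporter cells; Schedule: 6 h treatment, 37 °C; Detection: glow luminescence from Steady-Glo reagent; Benchmarks: high control tunicamycin 10 µg/mL final, low control DMSO vehicle only.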
Gli-Sufu block: antagonists of Gli-Sufu signaling. Sufu-KO-LIGHT fibroblasts, Gli luciferase reporter luminescence. hit rate 0.74% among 340,000. AID 588413. inhibition, % at 5 µM;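 active = inhibition above about 55%, limit read from the data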;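 also: 0% = DMSO-treated cells and 100% = wells with medium but no cells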
UPR CHOP act: apoptotic UPR (CHOP) activation. activation, % at 10 µM. hit rate 0.34% among 330,000. CHO-CHOP luciferase reporter, luminescence; percent of tunicamycin response over DMSO baseline;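 active = at 10 µM dose, activation of 40% or more, normalized to positive control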;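 also: 100% = tunicamycin at 10 µg/mL and 0% = DMSO alone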
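assay system = CHO CHOP reporter cells | amount = 500 CHO-CHOP cells per well | buffer or medium = F12 with 10% FBS | incubation = 16-18 h cell attachment, then 6 h compound exposure, 37 °C | detection = luminescence read with Steady-Glo | read-out = percent activation relative to tunicamycin control | controls = tunicamycin high control, DMSO low control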
EBI2 block: antagonists of human EBI2 receptor | hit rate 0.81% among 360,000 | EBI2 beta-arrestin recruitment, luminescence, 7a,25-OHC stimulated | P32249 | inhibition, % at 5 µM; in the data active = inhibition above about 38%;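 also: enzyme fragment complementation signal reports receptor beta-arrestin coupling in cells; 0% = agonist plus DMSO wells and 100% = wells without agonist; some results beyond the cut were filed as inactive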
CCR6 antagonist: antagonists of human CCR6 receptor. P51684. CHO-K1 CCR6 PathHunter beta-arrestin, luminescence, CCL20-stimulated. hit rate 0.49% among 340,000. inhibition, % at 20 µM;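 active = compounds whose inhibition of the agonist-driven luminescence signal at 20 µM reaches about 50%, limit read from the data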;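 also: cells stimulated with CCL20 at 14 nM final; plate controls were DMSO with CCL20 for no effect and DMSO without agonist for full effect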
Mdm2-MdmX inh: disrupts the human Mdm2-MdmX interaction; hit rate 3% among 330,000; inhibition, % at 8 µM; SaOS-2 split-luciferase Mdm2/MdmX complementation, luminescence; AID 485346; O15151+Q00987;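 active = inhibition of at least 50% at 8 µM in the primary screen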
Target sequence (O15151 whole entry, looked up): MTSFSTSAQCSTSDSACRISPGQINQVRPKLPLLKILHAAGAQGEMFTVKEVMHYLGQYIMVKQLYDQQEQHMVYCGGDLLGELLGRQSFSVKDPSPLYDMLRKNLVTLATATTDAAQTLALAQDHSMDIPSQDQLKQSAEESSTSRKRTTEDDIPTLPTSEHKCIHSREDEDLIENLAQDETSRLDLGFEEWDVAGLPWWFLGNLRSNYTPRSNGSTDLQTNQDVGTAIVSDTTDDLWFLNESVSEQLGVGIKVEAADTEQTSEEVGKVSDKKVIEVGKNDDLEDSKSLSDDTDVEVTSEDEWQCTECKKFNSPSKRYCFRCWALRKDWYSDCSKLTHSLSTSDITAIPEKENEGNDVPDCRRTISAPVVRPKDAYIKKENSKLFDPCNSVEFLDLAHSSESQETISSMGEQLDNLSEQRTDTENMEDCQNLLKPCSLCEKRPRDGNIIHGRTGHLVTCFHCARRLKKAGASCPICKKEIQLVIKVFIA
Target sequence (Q00987 whole entry, looked up): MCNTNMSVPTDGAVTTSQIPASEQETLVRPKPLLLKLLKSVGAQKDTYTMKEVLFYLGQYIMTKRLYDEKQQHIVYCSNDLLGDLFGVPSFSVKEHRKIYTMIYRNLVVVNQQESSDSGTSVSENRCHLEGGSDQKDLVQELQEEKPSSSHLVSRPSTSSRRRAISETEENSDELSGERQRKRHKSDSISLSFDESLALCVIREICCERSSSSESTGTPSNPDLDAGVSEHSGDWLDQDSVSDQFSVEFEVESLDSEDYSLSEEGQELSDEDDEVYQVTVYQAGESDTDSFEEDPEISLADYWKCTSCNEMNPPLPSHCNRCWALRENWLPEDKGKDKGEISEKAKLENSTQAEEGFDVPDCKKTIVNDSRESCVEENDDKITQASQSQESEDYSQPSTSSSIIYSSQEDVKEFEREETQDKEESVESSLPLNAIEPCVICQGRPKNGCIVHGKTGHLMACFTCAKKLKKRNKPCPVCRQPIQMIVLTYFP
697 NFkB inh: inhibitors of the PMA/ionomycin-induced NF-kB reporter in 697 B cells | 697 B-cell NF-kB luciferase reporter, 16 h | inhibition, % at 4 µM | hit rate 0.33% among 330,000 | AID 435022; in the data active = inhibition above about 35%
CXCR6 inh: inhibitors of human CXCR6 receptor; O00574; CHO-K1 PathHunter CXCR6 beta-arrestin, luminescence; inhibition, % at 20 µM; hit rate 0.36% among 360,000; AID 602244; in the data active = inhibition above about 34%, passing the limit was not always enough;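 also: antagonist mode with CXCL16 agonist at 10 nM final; 0% = 10 nM CXCL16 with DMSO and 100% = unstimulated wells without agonist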
Jurkat NFkB inh: inhibitors of the PMA/ionomycin-induced NF-kB reporter in Jurkat cells | PMA/ionomycin-induced NF-kB luciferase reporter, luminescence | inhibition, % at 4 µM | hit rate 0.53% among 330,000; in the data active = inhibition above about 50%
* marks the source's active call; other numbers are inactive results; x = no result given.

Molecule,XBP1 UPR activ,Gli-Sufu block,UPR CHOP act,EBI2 block,CCR6 antagonist,Mdm2-MdmX inh,697 NFkB inh,CXCR6 inh,Jurkat NFkB inh
CCOC(=O)c1ccc(-c2ccc(CO)o2)cc1,1,-62,4.0,-7,13,-59,-100,2,-58
CC1(C)CC(=O)C(Sc2ccccc2C(=O)O)=C(O)C1,-1,5,0.3,-11,-15,34,-34,2,0
CC(=O)NCCc1nc2ccccc2n1Cc1cc(C)ccc1C,-1,5,-0.1,2,10,-12,-39,4,0
COc1ccc(Cc2noc(CN(C)Cc3cccc(-n4cccn4)c3)n2)cc1OC,1,-2,-1.0,2,15,-5,2,10,18
O=C(Nc1ccc(Cl)c(S(=O)(=O)N2CCOCC2)c1)c1cc(-c2ccccn2)nc2ccccc12,2,0,-0.1,-1,12,31,21,10,-1
O=C(Nc1ccc2c3c(cccc13)CC2)c1cccc([N+](=O)[O-])c1,1,0,0.0,2,6,23,-41,-1,14
O=[N+]([O-])c1cccc(-c2ccc(/C=N/NC(=S)NCc3ccco3)o2)c1,3,6,2.2,-5,6,34,14,6,13
COc1cccc(/C=C/C(=O)OCC(=O)N2CCN(c3ccccc3)CC2)c1,-2,-11,0.7,8,9,9,28,6,10
COc1ccc(OC)c(NC(=O)CSc2nnnn2-c2ccccc2F)c1,-10,2,-2.9,4,5,7,16,-7,3
O=C(Nc1ccccc1C(=O)OCC(=O)c1c[nH]c2ccccc12)c1ccco1,0,-15,0.2,20,4,0,-20,-3,-5

2 successive records out of the list so far, for reference:
Molecule,XBP1 UPR activ,Gli-Sufu block,UPR CHOP act,EBI2 block,CCR6 antagonist,Mdm2-MdmX inh,697 NFkB inh,CXCR6 inh,Jurkat NFkB inh
COc1ccc(OC)c(NC(=O)CSc2nnnn2-c2ccccc2F)c1,-10,2,-2.9,4,5,7,16,-7,3
O=C(Nc1ccccc1C(=O)OCC(=O)c1c[nH]c2ccccc12)c1ccco1,0,-15,0.2,20,4,0,-20,-3,-5

Other records.
Molecule,XBP1 UPR activ,Gli-Sufu block,UPR CHOP act,EBI2 block,CCR6 antagonist,Mdm2-MdmX inh,697 NFkB inh,CXCR6 inh,Jurkat NFkB inh
COc1ccc(C(=O)Nc2sc3c(c2C(=O)O)CC(C)(C)OC3)cc1,-2,-2,10,-14,-5,3,-12,-9,5
Cn1c(COc2cccc3cccnc23)nnc1SCC(=O)O,1,-3,0.9,-5,0,0,14,5,7
CCOc1ccc(N(CC)S(=O)(=O)c2ccc3c(c2)n(C)c(=O)c(=O)n3C)cc1,-2,x,0.7,-5,10,-6,-4,5,-4
O=C(NNc1ccccc1Br)C(O)(c1cccc(C(F)(F)F)c1)c1cccc(C(F)(F)F)c1,2,12,17,1,6,94*,-52,-14,2
O=C(O)/C=C/C(=O)NNc1ncnc2ccccc12,1,-5,2.5,-5,4,-9,16,-6,-6
CCOc1ccc(NC(=O)c2cc(S(=O)(=O)N3CCOCC3)cs2)cc1,-2,7,0.3,9,24,31,-24,-5,0
COc1ccccc1NS(=O)(=O)c1ccc(O)c(C(=O)OCc2cccc([N+](=O)[O-])c2)c1,0,-1,-1.0,-7,11,-8,3,3,-3
CCOc1ccccc1NC(=O)C(=O)NCC1CCCN1CC (stereo unspecified),1,7,-1.0,1,-13,-13,13,4,1
CC(=O)OC1c2ccccc2C(=O)N1Cc1ccccc1 (stereo unspecified),-5,8,-1.7,2,6,31,1,1,-4
Cc1nn(CC(=O)N(C)C2(C#N)CCCCC2)c(C)c1[N+](=O)[O-],-2,6,1.0,2,0,16,9,-2,6

Quoted from the listing:
CCOc1ccccc1NC(=O)C(=O)NCC1CCCN1CC (stereo unspecified) @ UPR CHOP act = -1.0
Cc1nn(CC(=O)N(C)C2(C#N)CCCCC2)c(C)c1[N+](=O)[O-] @ 697 NFkB inh = 9
CCOc1ccc(N(CC)S(=O)(=O)c2ccc3c(c2)n(C)c(=O)c(=O)n3C)cc1 @ 697 NFkB inh = -4
COc1ccccc1NS(=O)(=O)c1ccc(O)c(C(=O)OCc2cccc([N+](=O)[O-])c2)c1 @ 697 NFkB inh = 3

Further compounds.
Molecule,XBP1 UPR activ,Gli-Sufu block,UPR CHOP act,EBI2 block,CCR6 antagonist,Mdm2-MdmX inh,697 NFkB inh,CXCR6 inh,Jurkat NFkB inh
O=C(Cn1[nH]c(=O)c2ccccc2c1=O)Nc1cccc(S(=O)(=O)N2CCCCCC2)c1,0,6,-0.3,7,17,7,0,6,6
CCOC(=O)CN1CC23C=CC(O2)C(C(=O)NCc2ccc(F)cc2)C3C1=O (stereo unspecified),0,-8,-0.9,-7,-7,-2,4,7,5
Cn1cccc1/C=C1/SC(=S)N(CC(=O)O)C1=O,1,-20,-2.1,0,16,-4,-1,15,-1
COC(=O)COc1ccc(S(=O)(=O)NCCC2=CCCCC2)cc1C,3,4,-0.1,-8,-1,-3,17,-2,3
CC(=O)Nc1ccc(NC(=O)CSc2nnc(C3CC3)n2C)cc1,-3,-7,1.7,-9,10,-10,4,7,5
O=C(O)C(Cc1ccccc1N(CCO)CCO)N1C(=O)c2ccccc2C1=O (stereo unspecified),x,-3,x,-6,-10,x,x,-1,x
Cc1c(C#N)c(N)nc2c3c(sc12)NC(=O)CC3c1ccc(F)cc1 (stereo unspecified),3,19,3.9,12,4,49,11,-7,9
O=c1[nH]c(CSc2nnc(Nc3ccccc3)s2)nc2ccccc12,-3,6,1.0,6,2,46,3,1,3
O=C(O)c1cc2ccccc2n1-c1ccccc1,-2,1,0.1,4,-4,-1,1,-13,1
O=C(/C=C/c1ccccc1[N+](=O)[O-])NCc1ccccc1Cl,-2,-18,-0.7,-7,11,2,4,-3,-22
COc1ccc(NC(=O)C(=O)NCCC2CCCCN2S(=O)(=O)c2ccccc2)cc1 (stereo unspecified),-3,-4,0.3,-13,12,55*,-59,0,30
Cc1c(Cl)cccc1NC(=O)N1CCCC1,-3,-8,-0.7,-4,11,-1,19,4,-7
COC(=O)CCC(=O)OC1(C)C(=O)C=C2C=C(C3CC3)N(CC(C)C)C=C2C1=O (stereo unspecified),-1,x,0.5,x,x,-12,2,x,13
CC1CCCCC1NC(=O)CCn1c(=O)oc2ccccc21 (stereo unspecified),-2,2,0.3,-14,5,21,18,-1,11
O=C(NCc1ccncc1)c1nc(-c2cccs2)no1,-1,-19,1.6,-11,-2,-25,5,-14,3
CCn1c(C(C)NC(=O)c2ccc(OC)c(OC)c2)nc2ccccc21 (stereo unspecified),1,10,-0.2,-7,-6,15,-26,-6,-13
Cc1ccc(CNc2ncnc3cc(Cl)ccc23)cc1,-1,3,2.9,20,1,8,-5,-8,15
O=C(c1cccs1)N1N=C(c2ccccc2)CC1c1ccc(O)cc1 (stereo unspecified),1,0,-1.7,7,13,-3,-25,-4,-10
COc1cccc(N2CCN(CC(=O)NC(C)c3ccccc3)CC2)c1 (stereo unspecified),-2,7,1.5,-20,4,4,14,7,2
CCc1ccc(-c2cc(C)no2)cc1S(=O)(=O)N1CCN(c2ccc(OC)cc2)CC1,-10,-2,1.4,6,3,37,-39,-4,25
COc1ccc(Cn2cnc([N+](=O)[O-])c2)cc1[N+](=O)[O-],-2,0,0.0,-4,7,15,4,-8,1
CN1CC(=O)N(CC(=O)Nc2ccc(F)cc2)c2ccccc2C1=O,-1,-21,0.0,-8,-8,6,8,0,13
CCOC(=O)C1=CN(Cc2cccc(I)c2)S(=O)(=O)N(C)C1C (stereo unspecified),1,-4,2.7,13,36,45,10,0,x
COc1ccc(/C=C/C(=O)NCCCn2ccnc2)cc1,1,-17,0.8,20,17,10,-7,4,-4
CS(=O)(=O)N(CC(=O)NCc1ccc2c(c1)OCO2)Cc1ccccc1,0,3,0.0,-5,5,1,5,4,2
O=C(O)COc1ccccc1/C=C1\SC(=O)N(Cc2ccc(F)cc2)C1=O,-3,6,-1.2,16,16,-5,13,8,-2
COCCNC(=S)NC(=O)c1ccc(C(C)(C)C)cc1,0,-22,1.5,5,16,14,-31,4,-24
O=C(CN(Cc1ccco1)S(=O)(=O)c1ccccc1)N/N=C/c1ccccc1C(=O)O,-2,1,0.5,-4,2,-4,19,-7,-12
S=c1[nH]nc(CSCc2ccccc2Cl)n1C1CCCCC1,x,52,x,4,-5,x,x,10,x
COc1ccc(-c2cc(CNC(=O)CN(C)Cc3ccccc3)on2)cc1,-5,11,0.0,39,-1,18,20,-9,3
O=[N+]([O-])c1ccc(CN2CCCCCC2)s1,-3,-6,-2.5,-3,12,25,7,-13,2
COc1cccc(CNc2nc3ccc(C)cc3n3cnnc23)c1,4,8,2.8,5,-3,4,2,-2,-2
O=C(Nc1nc2ccc(Cl)cc2s1)c1cccc(N2C(=O)CCC2=O)c1,15,-41,6.1,-7,0,-41,-46,-10,-47
Cc1ccc(S(=O)(=O)N2CCCC2C(=O)OCC(=O)Nc2ccc3c(c2)OCO3)cc1 (stereo unspecified),-1,-5,-0.1,-20,-19,11,-11,-2,1
CC1C(=O)NN=C1C(=O)N/N=C/c1ccco1 (stereo unspecified),1,0,1.0,-11,-6,3,-8,5,0
Cc1ccc(S(=O)(=O)N2CCCCC2)cc1NC(=O)c1cc(=O)[nH]c2ccccc12,1,-1,0.0,3,11,1,4,1,9
CC(C)(C)OC(=O)N1CC2Cc3[nH]c(=O)ccc3C(C2)C1 (stereo unspecified),0,0,-1.1,-15,-3,9,12,0,-2
Cc1ccccc1CC(=O)NCCN1CCCCC1,-2,-8,1.9,-22,-4,9,9,1,13
COc1ccc(C(=O)c2c3ccc([N+](=O)[O-])cc3[n+]([O-])n2CCCC(N)=O)cc1,0,-6,2.5,-17,-20,8,-142,-20,-14
COc1ccc(-c2cc(C(F)(F)F)c3c(=O)n(-c4ccccc4)[nH]c3n2)cc1,1,24,-0.7,16,3,0,6,14,6
CC(=O)c1ccc(CCCC(=O)O)cc1,0,1,-0.1,-3,11,14,19,-1,3
O=S(=O)(Nc1ccc(F)cc1)c1cccc2nsnc12,-4,0,-1.6,-3,5,9,0,-1,7
Cc1ccc(S(=O)(=O)N2CCN(C(=O)C3CSC4(C)CCC(=O)N34)CC2)cc1C (stereo unspecified),-2,1,-0.5,1,12,-2,-8,10,30
Nc1ccc2ccccc2c1[N+](=O)[O-],x,0,x,6,10,x,x,1,x
CCCn1c(N)c(C(=O)CSc2nnc(C3CC3)n2-c2ccccc2)c(=O)[nH]c1=O,1,5,1.0,-19,-2,2,7,5,-6
Cc1cccc(C)c1Nc1nnc(SCc2nc3ccccc3c(=O)[nH]2)s1,2,7,-0.7,-4,7,6,10,-11,7
COc1ccc(C(=O)Nc2cc(C(=O)c3ccccc3)c(C)oc2=O)cc1,0,-3,0.0,7,9,15,-9,4,-6
CCC/C(O)=C1\C(=O)CC(c2ccccc2)CC1=NCCc1c(C)[nH]c2ccccc12 (stereo unspecified),3,9,-0.1,22,23,36,14,19,1
CCCCNCC#CCOc1cc(C)ccc1C(C)C,2,13,0.0,10,13,21,-20,-8,3
COC(=O)c1sc(N2CCN(c3ccc(Cl)cc3)CC2)nc1N,1,7,-0.5,-9,-26,23,-21,-6,61*
COc1ccccc1C(CNC(=O)CN(C)S(=O)(=O)c1ccc(C)cc1)N1CCCC1 (stereo unspecified),1,16,-0.1,6,7,4,-34,7,-20
c1ccc(-c2nnc(CSc3ccc4c(c3)OCCO4)o2)cc1,-2,-5,-2.1,-2,9,9,6,-5,-10
O=C(NCc1ccc(F)cc1)C1CCC(CNc2c(N3CCOCC3)c(=O)c2=O)CC1 (stereo unspecified),0,17,-0.1,12,7,-17,13,4,6
